Screening data deposited in PubChem by several laboratories.
NadD block: blocks S. aureus nicotinate mononucleotide adenylyltransferase; purified NadD enzyme, colorimetric absorbance read-out; inhibition, % at 20 µM; 360,000 compounds, 0.78% hits; in the data active = inhibition above about 26%; note: some compounds past the cut are filed as inactive
LMPTP block: blocks human LMPTP phosphatase; recombinant LMPTP-A, OMFP fluorogenic substrate, fluorescence intensity; 360,000 compounds, 0.22% hits; inhibition, % at 20 µM; P24666;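 active = compounds that cut the enzyme signal by at least half of the control window in the single-dose screen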;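 note: plate controls were DMSO wells with enzyme plus substrate for no effect and substrate without enzyme for full effect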
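Test system – LMPTP-A phosphatase enzyme · Quantity – 0.625 nM LMPTP-A final · Reagent – OMFP substrate, 400 µM final · Dosing – one test concentration per compound, 20 µM, with 3% DMSO overall · Timing – 50 min enzyme reaction at room temperature, protected from light · Detection – fluorescence intensity · Controls – substrate-only low control, DMSO enzyme-plus-substrate high control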
DNMT1 block: DNMT1 (human) enzyme inhibition | DNMT1 molecular beacon, Hinp1I cleavage, fluorescence | P26358 | 360,000 compounds, 0.83% hits | inhibition (reported as % activation of signal), % at 10 µM; in the data active = inhibition above about 50%
Rpn11 inh: inhibitors of human proteasome Rpn11; O00487; human 26S proteasome, Ub4-pepOG fluorescence polarization; 20S core pre-blocked with epoxomicin; calls only at 20 µM; 360,000 compounds, 0.59% hits;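 active = inhibition at 20 µM, scaled to each plate's controls, above about 33%, limit read from the data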
CSN inh: CSN deneddylation inhibition | Purified CSN, SCF-Nedd8-OG deneddylation, fluorescence polarization | 360,000 compounds, 0.38% hits | Q92905 | inhibition, % at 12.5 µM | AID 651999;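 active = pattern-corrected inhibition above about 35%, with an unprinted fluorescence ratio check between 0.5 and 1.5, limit read from the data, passing the limit was not always enough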;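 note: 0% = enzyme with substrate and 100% = substrate without enzyme; some results filed as inactive read as strong as hits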
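Material: purified human Csn5 enzyme expressed in HEK293T cells / Medium: Tris buffer pH 7.5, NaCl, DTT, Tween-20, trehalose, ovalbumin / Compound dosing: 12.5 µM single point / Schedule: 90 min incubation of compound, enzyme and substrate at room temperature / Signal: fluorescence polarization of the substrate / Control set: no-enzyme wells high, enzyme-with-substrate wells low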
SUMO1 PPI mod: alters human SUMO1 binding to SIM partners. P63165. SUMO1 binding to a labelled peptide, TR-FRET, 1 h. inhibition, % at 20 µM. 360,000 compounds, 0.33% hits. AID 602429; in the data active = inhibition above about 37%
STEP block: inhibitors of human striatal-enriched phosphatase STEP; P54829; recombinant STEP, OMFP fluorogenic substrate, fluorescence; inhibition, % at 20 µM; 360,000 compounds, 0.25% hits; AID 588621;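 active = inhibition at 20 µM, scaled per plate between control wells, above about 37%, limit read from the data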;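 note: 0% = DMSO with enzyme and substrate and 100% = substrate only without enzyme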
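Also added – OMFP at 25 µM · Test system – STEP tyrosine phosphatase · Technique – FITC-channel fluorescence of OMFP product · Schedule – 20 min at room temperature, dark · Evaluation – control-normalized % inhibition with plate pattern correction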
Neddyl block: cullin neddylation inhibition; P61081+Q13564; TR-FRET cullin neddylation, biochemical; calls only at 25 µM; 360,000 compounds, 0.58% hits; AID 651699; in the data active = inhibition above about 36%
Rin1-Abl PPI inh: inhibitors of human Rin1-Abl protein interaction; P00519+Q13671; TR-FRET Rin1/Abl binding, biochemical; inhibition, % at 7.35 µM; 360,000 compounds, 0.4% hits; in the data active = inhibition above about 5%, passing the limit was not always enough
Scp-1 inhibitor: Scp-1 (human) phosphatase inhibition | AID 493091 | Q9GZU7 | inhibition, % at 20 µM | Recombinant Scp1, phosphopeptide, malachite green phosphate absorbance | 340,000 compounds, 0.88% hits;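 active = inhibition above about 50% at 20 µM, limit read from the data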;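 note: plate controls were DMSO wells with enzyme for no effect and wells lacking enzyme for full effect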
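Test system – truncated SCP-1 phosphatase (76-261aa) · Reagent – Phosphorylated 17-residue peptide substrate · Incubation – 45 min room-temperature reaction, 5 min colour, 30 min stabiliser · Detection – colorimetric phosphate reagent with accelerator and stabiliser, absorbance at 630 nm · Measure – % inhibition at 20 µM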
* hit, by the source's call; i = inactive; x = not tested or not shown.

SMILES | NadD block | LMPTP block | DNMT1 block | Rpn11 inh | CSN inh | SUMO1 PPI mod | STEP block | Neddyl block | Rin1-Abl PPI inh | Scp-1 inhibitor
CCn1c(=O)cc(N2CCCCC2)[nH]c1=O | -3 | -1.0 | -1 | i | 3 | -3 | 2 | x | 2 | 3
O=C1[C@H]2[C@@H](c3ccc(Cl)cc3)N3C(=O)N(c4cccc(Cl)c4)C(=O)[C@@]3(Cc3ccccc3)[C@H]2C(=O)N1C1CCCCC1 | 29 | 1.9 | -4 | i | 10 | 1 | 3 | i | 4 | -11
COc1ccc(CCN2CC(C(=O)NCC(c3ccccc3)N(C)C)CC2=O)cc1OC (stereo not drawn) | 0 | 0.8 | 0 | i | -2 | -1 | -3 | i | 2 | -4
Cc1cc(C(=O)Nc2ccccc2C(=O)O)oc1C | -1 | -0.1 | 1 | i | 1 | 4 | 0 | i | 0 | -4
COCCN(C(=O)Nc1ccccc1OC)c1nc2ccccc2s1 | -8 | 2.0 | -3 | i | -5 | -2 | 2 | i | 0 | -8
CCN1C(=O)C(CC(=O)NCCc2ccccc2)N(NC(=O)c2cccnc2)C1=S (stereo not drawn) | -3 | -1.4 | -3 | i | -2 | 2 | -2 | i | -1 | -5
Cc1ccc(NC2=C(Cl)C(=O)c3ccccc3C2=O)cc1 | -1 | -1.1 | -15 | i | -5 | -17 | 2 | i | -2 | -9
CC(NC(=O)CN1c2cccc3cccc(c23)S1(=O)=O)c1ccc(S(N)(=O)=O)cc1 (stereo not drawn) | 4 | -2.2 | -6 | i | 0 | -15 | 2 | i | -2 | 24
O=C(NCCc1ccc(Cl)cc1)c1ccc2[nH]c(=O)c(=O)[nH]c2c1 | 13 | -0.8 | 3 | i | 3 | -2 | -1 | x | 4 | 3
CCN(CC(=O)Nc1ccc(OC)cc1)CC(=O)N1CC(=O)Nc2ccccc21 | 0 | -0.1 | 2 | i | 2 | 2 | 0 | i | 0 | -5
O=C(c1cnn(-c2ccccc2)c1-n1cccc1)N1CCN(C2CCCCC2)CC1 | -4 | -8.6 | -3 | i | -5 | 1 | -2 | i | -5 | -7
CCCCC[C@@H]1CCCCC[C@H](O)C[C@H](O)[C@@H](O)/C=C/C(=O)O1 | -6 | -0.6 | x | x | 1 | 0 | x | i | x | x
CCOc1cc(CN2CCC(n3nccc3NC(=O)C3CC3)CC2)ccc1O | -4 | -0.9 | -2 | i | 7 | 0 | 1 | i | 2 | -14
Cc1cccc(OCC(=O)Nc2ccc(S(=O)(=O)Nc3onc(C)c3C)cc2)c1C | -3 | -0.8 | 3 | i | -1 | 3 | 1 | i | -2 | -5
COc1ccc(-c2csc(NC(C)c3nc4cc(Cl)c(N5CCCCC5)cc4n3CCOCCO)n2)cc1 (stereo not drawn) | 5 | 1.0 | -22 | i | 0 | -4 | 1 | i | 4 | -8
CCn1c2ccccc2c2cc(NC(=O)COC(=O)c3cc(Cl)c(N)cc3OC)ccc21 | 36* | 4.1 | 5 | i | 5 | -2 | 4 | i | -1 | -21
Cc1cc(=O)[nH]c(=O)n1Cc1ccccc1 | -1 | -1.6 | 2 | i | 2 | 0 | 0 | i | -2 | -4
COC(=O)C(C(=O)OC)c1ncccc1NS(=O)(=O)c1ccc(C)cc1 | x | -0.9 | x | x | -1 | 3 | x | i | x | x
CCOC(=O)CON1C(=O)C(=O)N(OCC(=O)OCC)[C@H]2CCCC[C@H]21 | -2 | -1.2 | 0 | i | 6 | 1 | -2 | i | 2 | -8
CCOc1ccc(CCNC(=O)c2ccc3nc(CC)c(CC)nc3c2)cc1 | 0 | -0.9 | 1 | i | -8 | 0 | -1 | i | 2 | 10
COc1ccc(CNC(=O)COC(=O)c2cc3ccccc3cc2O)cc1OC | -10 | 0.1 | 1 | i | 5 | -10 | 0 | i | 0 | 0
CCN(CC)C(CNC(=O)CSc1nnnn1-c1ccc(C)c(C)c1)c1ccco1 (stereo not drawn) | 0 | 3.4 | -2 | i | 5 | 2 | 6 | i | 1 | -6
COc1cc(NC(=O)CN2CC(c3ccccc3)CC2=O)cc(OC)c1 (stereo not drawn) | -4 | -1.3 | -1 | i | 2 | 1 | -1 | i | 2 | -8
Cc1ccc2oc(Nc3nc(C)c(C)c(C)n3)nc2c1 | -1 | -0.9 | 2 | i | -7 | 3 | -1 | i | 2 | -11
CCOc1ccc(C(=O)COC(=O)CN2C(=O)NC3(CCCCC3C)C2=O)cc1 (stereo not drawn) | -1 | 0.0 | 2 | i | -2 | 4 | -2 | i | 3 | 13

Other results
SMILES | NadD block | LMPTP block | DNMT1 block | Rpn11 inh | CSN inh | SUMO1 PPI mod | STEP block | Neddyl block | Rin1-Abl PPI inh | Scp-1 inhibitor
CC1=[N+]([O-])C(C)(C)C(C)N(O)C1=O (stereo not drawn) | -3 | -0.7 | -1 | i | 4 | 2 | 4 | i | 1 | -14
COc1cc(-c2csc(C)n2)ccc1O | 4 | 0.2 | 2 | i | -1 | -2 | -3 | i | -9 | -2
CCC1(C(=O)OC)NC(c2ccco2)C2C(=O)N(c3ccccc3)C(=O)C21 (stereo not drawn) | 0 | 0.2 | 3 | i | -3 | 2 | 0 | i | 1 | -4
CCNC(=S)Nc1cccc(F)c1C | -1 | 1.7 | 1 | i | 2 | 3 | 2 | i | 5 | -3
O=C(CC1C(=O)NCCN1Cc1cccc(C(F)(F)F)c1)NC1CCCCCC1 (stereo not drawn) | 14 | -2.9 | -4 | i | 0 | -7 | -1 | i | 4 | -5
CCn1c(CSc2nc3ccccc3s2)nnc1SCC(=O)c1ccc(Cl)cc1 | 9 | 3.0 | -2 | i | -6 | -1 | 0 | i | 2 | 4
CN(C)S(=O)(=O)c1ccc(Cl)c(C(=O)OCC(=O)NNC(=O)c2cccs2)c1 | 5 | -1.6 | 1 | i | -2 | 3 | -2 | i | 1 | 0
COc1ccc(CNC(=O)CCSCc2cccc(F)c2)cc1 | -5 | -0.7 | -1 | i | 0 | 3 | -2 | i | 3 | -16
CCCC(c1nnnn1Cc1cccs1)N1CCN(c2nc3ccccc3s2)CC1 (stereo not drawn) | 7 | 7.7 | -9 | i | 4 | 1 | 0 | i | -2 | -1
O=C(N/N=C/c1ccc(O)c(O)c1)c1cccc(S(=O)(=O)N2CCCCC2)c1 | 3 | -1.1 | 3 | i | 3 | 6 | -2 | i | -1 | -1
COc1ccc(C(CNC(=O)c2oc3cc(Br)ccc3c2C)N2CCCCC2)cc1 (stereo not drawn) | 0 | 1.7 | -1 | i | 0 | 3 | 1 | i | -12 | 2
O=C(/C=C/c1ccccc1Cl)NCCN1CCOCC1 | 1 | -1.0 | 4 | i | -1 | 1 | 0 | i | -1 | -3
COc1ccc(C)cc1NC(=O)C1CCCN(S(=O)(=O)c2cccc3nonc23)C1 (stereo not drawn) | -1 | 0.2 | 0 | i | 6 | -5 | -2 | i | 3 | -3
CCn1cc([C@@H]2C[C@H]3CN(Cc4cccc(Cl)c4)C(=O)[C@]34CCCN24)c(C)n1 | -1 | -0.2 | 0 | i | -3 | 3 | 5 | i | 0 | -7
CN1CCN(c2nc3c(c(=O)n(C)c(=O)n3C)n2CC(=O)C23CC4CC(CC(C4)C2)C3)CC1 | -4 | -2.6 | 1 | i | -3 | 0 | -2 | i | 0 | -3
Nn1c(COc2ccccc2)nnc1SCc1cc(=O)[nH]c2ccccc12 | 2 | 0.4 | 6 | i | 3 | -5 | -3 | i | 0 | 4
O=C(OCC(=O)N1CCCCCC1)c1ccc[nH]c1=O | -1 | -1.9 | 11 | i | 1 | -3 | -2 | i | 3 | 1
NC1=NC(=O)/C(=C\c2ccco2)S1 | 2 | 2.8 | 74* | i | 36* | 28 | 5 | i | 5 | 63*
O=C(NCCCn1ccnc1)/C(=C\c1cccnc1)NC(=O)c1cccc(Br)c1 | 1 | -6.4 | 13 | i | 0 | -1 | -14 | i | 2 | -8
O=C1[C@H]2CC3CCC2(O3)[C@@H]2OCCCN12 (stereo partly drawn) | 0 | -2.8 | 1 | i | 3 | 7 | -1 | i | -1 | -5
COc1ccc(C(C)=O)cc1COc1ccc(-n2cnnn2)cc1 | 8 | 0.9 | -6 | i | 1 | 4 | -3 | i | -2 | -18
COc1cccc(/C=N/NC(=O)c2ccc(=O)n(C)c2)c1OC | -2 | -2.4 | -10 | i | 0 | -2 | 0 | i | 1 | -10
Cc1nc2sc3c(c2c(=O)n1N)CCC3 | -7 | 0.0 | 1 | i | -2 | 3 | -1 | i | 2 | -10
NS(=O)(=O)c1ccc(N=Nc2c(O)ccc3ccccc23)cc1 | 0 | 3.9 | -3 | i | -8 | -11 | 0 | i | -2 | 7

Records listed above shown as hits in DNMT1 block.
Structure	NadD block	LMPTP block	DNMT1 block	Rpn11 inh	CSN inh	SUMO1 PPI mod	Neddyl block	Rin1-Abl PPI inh	Scp-1 inhibitor
NC1=NC(=O)/C(=C\c2ccco2)S1	2	2.8	74*	i	36*	28	i	5	63*

Gathered by group, the compounds so far containing a Cl atom.
SMILES | NadD block | LMPTP block | DNMT1 block | Rpn11 inh | CSN inh | SUMO1 PPI mod | STEP block | Neddyl block | Rin1-Abl PPI inh | Scp-1 inhibitor
O=C1[C@H]2[C@@H](c3ccc(Cl)cc3)N3C(=O)N(c4cccc(Cl)c4)C(=O)[C@@]3(Cc3ccccc3)[C@H]2C(=O)N1C1CCCCC1 | 29 | 1.9 | -4 | i | 10 | 1 | 3 | i | 4 | -11
Cc1ccc(NC2=C(Cl)C(=O)c3ccccc3C2=O)cc1 | -1 | -1.1 | -15 | i | -5 | -17 | 2 | i | -2 | -9
O=C(NCCc1ccc(Cl)cc1)c1ccc2[nH]c(=O)c(=O)[nH]c2c1 | 13 | -0.8 | 3 | i | 3 | -2 | -1 | x | 4 | 3
COc1ccc(-c2csc(NC(C)c3nc4cc(Cl)c(N5CCCCC5)cc4n3CCOCCO)n2)cc1 (stereo not drawn) | 5 | 1.0 | -22 | i | 0 | -4 | 1 | i | 4 | -8
CCn1c2ccccc2c2cc(NC(=O)COC(=O)c3cc(Cl)c(N)cc3OC)ccc21 | 36* | 4.1 | 5 | i | 5 | -2 | 4 | i | -1 | -21
CCn1c(CSc2nc3ccccc3s2)nnc1SCC(=O)c1ccc(Cl)cc1 | 9 | 3.0 | -2 | i | -6 | -1 | 0 | i | 2 | 4
CN(C)S(=O)(=O)c1ccc(Cl)c(C(=O)OCC(=O)NNC(=O)c2cccs2)c1 | 5 | -1.6 | 1 | i | -2 | 3 | -2 | i | 1 | 0
O=C(/C=C/c1ccccc1Cl)NCCN1CCOCC1 | 1 | -1.0 | 4 | i | -1 | 1 | 0 | i | -1 | -3
CCn1cc([C@@H]2C[C@H]3CN(Cc4cccc(Cl)c4)C(=O)[C@]34CCCN24)c(C)n1 | -1 | -0.2 | 0 | i | -3 | 3 | 5 | i | 0 | -7
